PV pol inh: poliovirus RNA polymerase inhibition; P03300; actives 0.66% (n = 150,000); % elongation, % (compound at 16.7 µg/mL); poliovirus polymerase elongation, fluorescence polarization; active compounds read low; in the data active = % elongation below about 90%; also: some results filed as inactive read as strong as hits
Target sequence (P03300 1749-2209 limits assumed): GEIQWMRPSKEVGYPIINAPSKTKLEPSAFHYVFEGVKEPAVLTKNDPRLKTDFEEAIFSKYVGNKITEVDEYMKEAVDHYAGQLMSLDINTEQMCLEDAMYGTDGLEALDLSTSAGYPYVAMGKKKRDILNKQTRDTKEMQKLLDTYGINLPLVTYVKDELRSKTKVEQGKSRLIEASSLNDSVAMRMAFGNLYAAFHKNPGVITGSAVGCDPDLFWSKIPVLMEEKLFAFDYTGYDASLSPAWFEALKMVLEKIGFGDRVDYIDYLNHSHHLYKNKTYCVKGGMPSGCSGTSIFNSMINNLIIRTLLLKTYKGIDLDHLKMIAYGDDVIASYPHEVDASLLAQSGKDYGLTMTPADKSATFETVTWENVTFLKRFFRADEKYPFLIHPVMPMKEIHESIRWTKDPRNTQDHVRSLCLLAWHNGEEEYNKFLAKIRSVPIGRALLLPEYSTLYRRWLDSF
PV pol inh FP z-score: further read-out of PV pol inh, marked with its call; z-score; measured here: FP z-score; hits read low
Starred values were filed as active, the others as inactive; & = joins results of further samples.

SMILES	PV pol inh	PV pol inh FP z-score
O=C(CN1C(=O)COc2ccc(S(=O)(=O)N3CCCCCC3)cc21)N1CCN(c2ccccc2F)CC1	107	0.7
CN(C)c1ccc(C(=O)OCCOc2ccccc2F)cc1	102	0
O=c1nc(-c2ccccc2)cc(-c2ccc(Br)cc2)[nH]1	100	0.1
CC(C)CN(CC(C)C)S(=O)(=O)c1cc(Cl)ccc1Cl	100	-0.2
CCCN1C(=O)SC(CC(=O)Nc2cccc3ccccc23)C1=O (stereo not given)	100	-0.5
CC(=O)Nc1c(C)nn(-c2ccccc2)c1N1CCC(C(=O)NCc2cccc(Cl)c2)CC1	113	1.2
Nc1cnc(-c2ccccc2)nc1	99	-0.4
COc1ccc(-n2nc(C(=O)N3CCCC(C)C3)c3c4ccccc4n(C)c3c2=O)cc1Cl (stereo not given)	109	0.8
CCOC(=O)c1[nH]c2ccccc2c1NC(=O)c1cc(OCC)c(OCC)c(OCC)c1	107	0.5
COc1ccc(C2(N3CCN(c4cc(C)ccc4C)CC3)C(=O)c3ccccc3C2=O)cc1	103	-0.5
O=C(NC1CCCCCC1)c1cn(-c2ccc(F)cc2)nn1	103	1
Cc1cccc(N(C(=O)c2ccccc2)C2=NCC(C)S2)c1 (stereo not given)	103	0.3
Cc1cccc(N2C(=O)CC(c3ccc(F)cc3)C3=C2COC3=O)c1 (stereo not given)	108	0.9
CC(CC1CC(C)(C)OC1=O)c1nc(=S)[nH][nH]1 (stereo not given)	95	-1.4
CCn1c(SCC(=O)N2CCOCC2)nc2ccc(I)cc2c1=O	99	-0.8
CSc1sc(C(=O)NN)cc1C#N	100	-0.7
COc1cc(C2CC(=O)N(c3ccc(C)c(Cl)c3)C3=C2C(=O)OC3)cc(OC)c1OC (stereo not given)	103	-0.1
Cc1ccc(C)c(NC(=O)Cn2ccn(-c3ccc(F)cc3)c(=O)c2=O)c1	113	1.3
Cc1ccc(C)c(NC(=O)CSc2nnc(C)n3c2cc2occc23)c1	109	0.4
COc1ccc(CCCc2nnc(SCC(=O)Nc3ccc(Cl)cc3)o2)cc1	107	0.6
COc1cccc(NC(=O)c2oc3ccccc3c2NC(=O)Cc2cccc(C)c2)c1	106	0.7
O=C(CSc1nc2ccccc2nc1Cc1ccc(Cl)cc1)N1CCc2ccccc21	104	-0.3
COc1ccc(C2CC(c3cc(OC)cc(OC)c3)=NC(N)=N2)cc1 (stereo not given)	103	-0.1
CCCOc1ccc(NC(=O)CC2C(=O)N(c3ccc(F)cc3)C(=O)N2CC(C)C)cc1 (stereo not given)	107	-0.1
COc1ccc(Cl)cc1C(=O)Nc1nc(-c2ccc(C)o2)cs1	93	-1.7

Of the compounds above, three contain an NH in an aromatic ring.
SMILES	PV pol inh	PV pol inh FP z-score
O=c1nc(-c2ccccc2)cc(-c2ccc(Br)cc2)[nH]1	100	0.1
CCOC(=O)c1[nH]c2ccccc2c1NC(=O)c1cc(OCC)c(OCC)c(OCC)c1	107	0.5
CC(CC1CC(C)(C)OC1=O)c1nc(=S)[nH][nH]1 (stereo not given)	95	-1.4

Single records, from the list above:
`COc1cccc(NC(=O)c2oc3ccccc3c2NC(=O)Cc2cccc(C)c2)c1` is entered as PV pol inh: 106; PV pol inh FP z-score: 0.7
`CC(CC1CC(C)(C)OC1=O)c1nc(=S)[nH][nH]1` (stereo not given) is entered as PV pol inh: 95; PV pol inh FP z-score: -1.4

(further entries)
SMILES	PV pol inh	PV pol inh FP z-score
Cc1nc(-c2ccc3[nH]c(=O)oc3c2)cs1	74*	-4.2*
Cc1ccccc1Cn1nnc2c(=O)[nH]c(C3CCCN(C(=O)c4ccc(C(C)(C)C)cc4)C3)nc21 (stereo not given)	108	0.3
O=c1[nH]nc(-c2ccccc2)o1	100	-0.3
C=CCSc1nc2c(cnn2-c2ccc(C)cc2)c(=O)[nH]1	105	1.2
Cc1nc2ccccc2n1S(=O)(=O)c1cccc(C(F)(F)F)c1	102	-0.1
Cc1ccc(NC(=O)/C(C#N)=C/c2cn(CC(=O)NCc3ccco3)c3ccccc23)c(C)c1	100	-0.2
Cc1ccc(S(=O)(=O)n2nc(C)c(S(=O)(=O)N3CCCCC3)c2C)cc1	105	-0.5
S=C(SCc1ccc(CSC(=S)N2CCOCC2)cc1)N1CCOCC1	100	-0.2
CCOc1ccc(C(=O)Cc2ccc3oc(C(=O)O)cc3c2)c(O)c1	101	-0.2
CCC1CCCCN1CCCNC(=O)c1cn(CC)c2ccc(S(=O)(=O)N(C)C3CCCCC3)cc2c1=O (stereo not given)	107	0.5
O=C(CN1c2ccccc2S(=O)(=O)c2ccccc21)Nc1cccnc1	100	-0.1
O=C(O)C1Cc2[nH]cnc2C(c2ccc(F)cc2)N1 (stereo not given)	100	-0.4
CCOC(=O)c1c(C)[nH]c(C)c1S(=O)(=O)NCC(=O)Nc1ccc(Cl)c(C(F)(F)F)c1	100	-0.7
CN(C)C(=O)Cn1c(-c2ccc(F)cc2)ccc(C#N)c1=O	103	0.4
CN1C(=O)SC(N(CC(N)=O)c2ccccc2)C1=O (stereo not given)	99	-0.2
Nc1nnc2c(n1)[nH]c1ccccc12	107	0.7
Cc1cccc(NC(=O)c2cc(=O)[nH]c3ccccc23)c1	102	-0.3
COC(=O)c1ccc(C2SCC(=O)N2CCC(C)C)cc1 (stereo not given)	101	-0.2
CCCC(=O)Nc1sc(C)c(C)c1C#N	101	-0.1
N#Cc1ccc(OCC(=O)c2ccc3c(c2)OCO3)cc1	107	0.5
CC(=O)Nc1nonc1-c1nnc(SCc2ccc(C)cc2)n1C	105	-0.3
CCOC(=O)c1oc2ccc(S(=O)(=O)N3CCOCC3)cc2c1C	103	0.4
CCC(=O)N(c1nnc(SCc2csc(N(C(C)=O)c3ccccc3)n2)s1)C1CC1	103	0
O=C(O)C1Cc2ccccc2CN1C(=O)c1ccco1 (stereo not given)	105	0.8
CC1CCCN(S(=O)(=O)c2ccc(S(=O)(=O)N3CCN(C=O)CC3)cc2)C1 (stereo not given)	104	0.6

2 records picked at random from those above:
SMILES	PV pol inh	PV pol inh FP z-score
Cc1nc(-c2ccc3[nH]c(=O)oc3c2)cs1	74*	-4.2*
Cc1cccc(NC(=O)c2cc(=O)[nH]c3ccccc23)c1	102	-0.3

The list continues:
SMILES	PV pol inh	PV pol inh FP z-score
CC(C)CCNC(=O)c1cnn2c(C(F)(F)F)cc(-c3ccco3)nc12	101	-0.3
CC1Cc2cc(S(=O)(=O)Nc3ccccc3N3CCN(C)CC3)ccc2N1C(=O)C1CC1 (stereo not given)	101	-0.3
O=C(c1ccc2c(c1)OCCCO2)c1cccs1	106	0.1
CC(Nc1oc(-c2ccc(COc3ccc(Cl)cc3)o2)nc1C#N)c1ccccc1 (stereo not given)	109	0.5
O=C1c2ccccc2C(=O)N1CCc1nc(-c2cccnc2)no1	101	0.1
Cc1nc2c(-c3ccccc3)c(C)nn2c(C)c1CC(=O)NCCCN1CCCC1=O	102	0.1
Cc1cccc(NC(=O)N2CCC(CN3CCCCCC3)CC2)c1C	107	-0.5
COc1ccc2[nH]c(=O)c(C(=O)O)cc2c1	101	-0.1
Cc1c(C(=O)Cc2ccccc2)n(C)c2ccccc12	106	1.6
CCOc1ccc(CCNS(=O)(=O)c2cc(Br)cc3c2N(C(C)=O)CC3)cc1OCC	105	0.1
COCCCn1c(=O)c2sccc2n2c(CCCC(=O)NCc3ccc(F)cc3)nnc12	124	0.9
Cc1ccc(S(=O)(=O)N2CCCC(C(=O)N/N=C3\CCS(=O)(=O)c4ccc(F)cc43)C2)cc1 (stereo not given)	102	-0.2
Cc1ccc(NC(=O)c2oc3ccc(S(=O)(=O)N(C)C4CCCCC4)cc3c2C)cc1Cl	114	0.8
NC(=O)c1cc(S(=O)(=O)N2CCCCC2)cs1	102	-0.5
CCN(CCN(C)C)C(=O)C1CCN(S(=O)(=O)c2c(C)noc2/C=C/c2ccccc2F)CC1	109	0.5
Cn1ccsc1=NC(=O)CCN1C(=O)c2ccccc2C1=O	103	0.1
CC1N=C2c3ccccc3N=C(SCC(=O)NCCc3ccc(Cl)cc3)N2C1=O (stereo not given)	105	-0.2
Cc1ccc(NC(=O)CC23CC4CC(CC(C4)C2)C3)cc1	100	-0.3
Cc1ccc(N=Cc2cc3ccccc3nc2Cl)cc1Cl	100	-0.2
COc1ccc(-c2noc(=O)n2CC(=O)N2CCC(C)CC2)cc1	104	0.9
O=[S@@]1c2ccccc2Nc2cc(C(F)(F)F)ccc21	104	0.6
O=C1NC(=O)C(C2SC(=O)NC2=O)S1 (stereo not given)	99	-0.1
N#Cc1ccc(C(=O)NC2CCC(NC(=O)c3ccc(C#N)cc3)CC2)cc1 (stereo not given)	101	-0.3
Cc1[nH]c2ccc(C(=O)Nc3ccc4c(c3)OCCO4)cc2c1C	103	-0.1
NCC1OC(OC2C(N)CC(N)C(O)C2O[C@@H]2O[C@H](CO)[C@H](O)C2O)C(N)C(O)C1O (stereo not given in full)	99	-0.1
Next part:
SMILES	PV pol inh	PV pol inh FP z-score
O=C1c2ccccc2C(=O)C1c1cc(=O)[nH]c2ccccc12	87*	-4.7*
COc1cc(NC(=O)CCn2c(-c3ccccc3)cc(C(C)=O)c2C)cc(OC)c1	105	0.2
O=C(CSc1nc2ccccc2nc1Cc1ccc(Cl)cc1)N1CCCc2ccccc21	106	0.1
Cc1ccc(CNS(=O)(=O)c2ccc3c(c2)CC(C)N3C(=O)C2CCC2)cc1 (stereo not given)	108	0.3
COCCn1c(C)cc(C(=O)CSc2nc3ccc(C)cc3[nH]2)c1C	104	0.2
Cc1cc(=O)n2nc(N3CCC(C(=O)Nc4ccc(Br)cc4F)CC3)sc2n1	109	0.1
COc1ccccc1CNS(C)(=O)=O	107	0.4
CCOC(=O)c1cccc(NC(=O)CCNS(=O)(=O)c2cccc3nonc23)c1	101	-1.2
CCN(c1ccc(OC)cc1)S(=O)(=O)c1ccc2c(c1)CCN2C(=O)CCC(=O)O	99	-1.3
COc1ccc(Br)cc1CNC(=O)c1ccc2c(c1)nc1n2CCCCC1	108	-0.1
CCN(C(=O)COc1ccc(OC)cc1)C1CCCCC1	101	-0.5
S=c1n(CN2CCOCC2)nc(-c2cccs2)n1CC1CCCO1 (stereo not given)	108	0.7
CCCN(CCC)CCNC(=O)c1cc2c(=O)oc3ccc(C)cc3c2s1	88	-1.6
COc1ccccc1NC(=O)Cc1csc(N)n1	106	0.3
CCN(CC)C(=O)c1cc2ccccc2cc1O	103	1.6
COC(=O)c1ccc2oc(=O)c(S(=O)(=O)c3ccc(C)cc3)cc2c1	102	-1.4
CNC(=O)COC(=O)c1cccs1	100	-0.3
CC1(C)CC(=O)C2=C(C1)N1C(=C(C#N)C2c2cccnc2)N=C(N)c2ccccc21 (stereo not given)	101	0
COc1ccc(-c2cc(C(=O)OCC(=O)c3cccc(OC)c3)c3cccc(Cl)c3n2)cc1	106	0.4
CCOc1cc(Br)cc(C2NC(=O)c3c(sc4c3CCN(C)C4)N2)c1O (stereo not given)	103	-1.3
O=C(NCCCN1CCN(c2ccc(F)cc2)CC1)Nc1ccc(Cl)cc1	102	-1.8
COc1ccc(C(=O)O)cc1NCc1ccncc1	102	0
CC/C=C\C/C=C\C/C=C\CCCCCCCCCCCC(=O)O	98&99	-1.2&-0.3
N#CNC(=Nc1ccccc1C(F)(F)F)N1CCCC1	102	-0.2
O=CN/N=C/c1ccc(N2CCOCC2)s1	144	3.8

Of the compounds above, these have a CF3 group.
SMILES	PV pol inh	PV pol inh FP z-score
Cc1nc2ccccc2n1S(=O)(=O)c1cccc(C(F)(F)F)c1	102	-0.1
CCOC(=O)c1c(C)[nH]c(C)c1S(=O)(=O)NCC(=O)Nc1ccc(Cl)c(C(F)(F)F)c1	100	-0.7
CC(C)CCNC(=O)c1cnn2c(C(F)(F)F)cc(-c3ccco3)nc12	101	-0.3
O=[S@@]1c2ccccc2Nc2cc(C(F)(F)F)ccc21	104	0.6
N#CNC(=Nc1ccccc1C(F)(F)F)N1CCCC1	102	-0.2

The list goes on.
SMILES	PV pol inh	PV pol inh FP z-score
Cc1cccc(CNC(=O)C2CCN(c3nn4cc(-c5ccc(F)cc5)nc4s3)CC2)c1	111	1
Cc1cc(/C=N/N2C(=O)c3ccccc3C2=O)cc(C)c1O	99	-0.7
Cc1cc(=O)n2c(n1)OC(CO)C2 (stereo not given)	103	0.1
CCOc1ccc(Nc2cc(C)nc3nc(Cc4ccc(Cl)cc4)nn23)cc1	107	0.3
COC(=O)c1cc(=O)n(CCc2ccccc2)c(=NCCc2ccccc2)s1	106	1.3
COc1ccc(CCNC(=O)c2onc(C)c2Cl)cc1OC	100	0
S=C1CCN(Cc2ccccc2)c2ccccc2N1	104	0.2
CCN1C(=O)CC(c2ccccc2)S(=O)(=O)c2ccccc21 (stereo not given)	103	0.5
Cc1ccc(C(=O)Nc2nc3c(s2)CCCC3)cc1	103	0
CC1CCCC(C)N1C(=O)COC(=O)c1ccccc1O (stereo not given)	103	0.4
O=C1C2C3C=CC(C3)C2C(=O)N1N1CCCCC1 (stereo not given)	101	0.4
C(#CCN1CCCC1)CN1CCCC1	97	-0.2
CCc1ccc(NS(=O)(=O)c2cnn(CC)c2)cc1	103	0.4
CCOC(=O)c1ccc(NC(=S)NC(C)c2ccc3c(c2)OCCO3)cc1 (stereo not given)	54*	-7.4*
CC1CCN(S(=O)(=O)c2ccc(C(=O)NCCCN3CCCC3=O)cc2)CC1	102	0
O=P(O)(CN1CCOCC1)C1Cc2ccccc2C1	102	0.2
CCOC(=O)c1c(C)oc2nc(C)nc(NCc3cccc(OC)c3)c12	106	-0.2
CC1=NN2C(=NC(=O)C(n3nnnc3C)C2c2ccccc2)O1 (stereo not given)	100	-0.6
COc1ccc(CNC(=O)Cn2c(SCC(=O)Nc3ccc(C)c(C)c3)nc3ccccc32)cc1	107	0.2
Cc1nc2c3ccccc3n3c(CCCC(=O)O)nnc3n2n1	96	-1.3
Cc1cccc(NC(=O)C2CCN(c3ccc(-c4cccs4)nn3)CC2)n1	98	-1
CC(=O)Nc1ccc(NC(=O)c2cc(-c3cccs3)on2)cc1	100	-1.6
Cc1cc(NNS(=O)(=O)CC23CCC(CC2=O)C3(C)C)nc2ccccc12 (stereo not given)	111	0.2
c1ccc(-c2[nH]ncc2CNCc2cccs2)cc1	102	0.1
Cc1cccc(OCC(=O)NCC2(N3CCN(C)CC3)CCCCC2)c1C	102	-1.1
Cc1ccc(CNC(=O)Cc2csc3ccccc23)cc1	107	-0.1

Screens from PubChem BioAssay.

This is a subset; rates above refer to the full screens.
